# KOR beta-arrestin-1: kappa opioid receptor activators – cell-based, luminescence, uHTS, primary screen (AID 1777) | KOR beta-arrestin recruitment, luminescence; higher % means a stronger effect | activation, % at 10 µM; hits with a dose series show EC50 in µM | 0.02% of 280,000 active; in the data active = activation above about 50%, passing the limit was not always enough; also: a part of the inactive calls stands beside numbers as strong as those of hits
# NTR1 ag: agonists of NTR1, primary screen, imaging, U2OS cells, beta-arrestin-GFP, high content (AID 493036); P30989; NTR1-U2OS beta-arrestin-GFP spot imaging, agonist mode; activation, % at 20 µM; 0.17% of 330,000 active;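 active = activation at or above 40% of the spot to cytoplasm intensity ratio, with at least 20 cells analyzed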;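 also: 0% = DMSO without peptide and 100% = 100 nM NTR1 peptide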
# Target sequence (P30989 whole entry, looked up): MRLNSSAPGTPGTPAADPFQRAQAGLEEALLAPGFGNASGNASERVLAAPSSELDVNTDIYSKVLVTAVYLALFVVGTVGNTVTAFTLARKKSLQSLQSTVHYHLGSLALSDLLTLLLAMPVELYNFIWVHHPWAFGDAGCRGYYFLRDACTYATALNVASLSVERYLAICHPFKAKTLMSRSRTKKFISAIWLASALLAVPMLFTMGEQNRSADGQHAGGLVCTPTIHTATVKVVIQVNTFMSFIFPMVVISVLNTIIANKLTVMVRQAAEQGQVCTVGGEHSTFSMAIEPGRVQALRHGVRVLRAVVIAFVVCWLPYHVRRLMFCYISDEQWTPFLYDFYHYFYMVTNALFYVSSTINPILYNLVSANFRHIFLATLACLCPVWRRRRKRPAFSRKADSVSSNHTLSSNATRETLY
# Salmonella PhoP GFP: PhoP-dependent GFP reporter repression – Salmonella Typhimurium, primary screen (AID 1863); S. Typhimurium PhoP-regulated promoter GFP reporter, 4 h; higher % means a stronger effect; inhibition, % at 50 µM; hits with a dose series show IC50 in µM; 0.16% of 300,000 active;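 active = inhibition over 29.93%, a cutoff 3 SD above the screen mean, later confirmed by dose response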;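 also: 0% = low Mg2+ inducing control and 100% = high Mg2+ repressing control; strong numbers were not always called active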
# T cell HTS: T cell immune modulation candidate; AID 2052; 0.068% of 330,000 active; calls only at 7 µM; 2C CD8+ T cell-vesicle binding, flow cytometry; active compounds read low;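 active = response, share of CD8 T cells binding vesicles, and their 90th percentile fluorescence all below set limits, cut at about 80% in these data, passing the limit was not always enough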
#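 Also added: QL9-peptide-loaded Drosophila micro-vesicles bearing Ld, ICAM-1 and B7-1; Test system: purified 2C TCR transgenic mouse naive CD8+ T cells; Measured by: cytometric PE anti-B7-1 and Alexa647 anti-CD8 signals after 1% paraformaldehyde fixation; Timing: binding step 1.5 h, 37 °C, antibody labelling 20 min, ice.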
# KOR beta-arrestin-2: kappa opioid receptor blockers – cell-based, luminescence, uHTS (AID 1778) | KOR beta-arrestin recruitment, luminescence, antagonist mode; higher % means a stronger effect | inhibition, % at 10 µM; hits with a dose series show IC50 in µM | 0.091% of 290,000 active; in the data active = inhibition above about 50%; also: strong numbers were not always called active
# GPR35 arrestin U2OS: GPR35 antagonists blocking zaprinast-driven arrestin recruitment, primary screen, imaging, U2OS, beta-arrestin-GFP, zaprinast agonist (AID 2058) | U2OS GPR35 beta-arrestin-GFP translocation imaging, zaprinast antagonism; higher % means a stronger effect | one-dose inhibition, % at 10 µM; IC50 in µM for titrated hits | 0.052% of 290,000 active;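 active = inhibition of at least 50% with at least 30 cells and total cytoplasm GFP at most 10,000,000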
# GPR55 activation: selective activators of receptor GPR55 – imaging, U2OS cells, beta-arrestin-GFP redistribution, primary screen (AID 1961); U2OS GPR55 beta-arrestin-GFP redistribution imaging; higher % means a stronger effect; activation, % at 10 µM, or EC50 in µM where a hit was titrated; 0.048% of 290,000 active;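 active = activation above 40% with more than 50 cells counted in the well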;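 also: U2OS osteosarcoma cells stably expressing GPR55 and beta-arrestin-GFP; plate controls were DMSO negative control for no effect and LPI positive control for full effect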
# GPR55 antagonists: GPR55 antagonists blocking LPI-driven arrestin recruitment, primary screen, imaging, U2OS, beta-arrestin-GFP, LPI agonist (AID 2013) | inhibition, % at 10 µM; hits with a dose series show IC50 in µM | 0.13% of 290,000 active | U2OS GPR55 beta-arrestin-GFP translocation imaging, LPI antagonism; higher % means a stronger effect;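 active = spots per cell inhibited over 60%, with over 100 cells counted and total cytoplasm intensity under 500,000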;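 also: U2OS cells stably carrying GPR55 and arrestin-GFP stimulated by 5 µM LPI near EC80; imaged beta-arrestin-GFP aggregate spots per cell after agonist stimulation; plate controls were LPI-stimulated DMSO wells for no effect and DMSO wells without LPI for full effect; some results filed as inactive read as strong as hits; confirmed hits need IC50 under 10 µM and bright autofluorescent wells are also inconclusive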
# West Nile antiviral: inhibition of WNV-induced cytopathic effect – cell-based, CPE readout (AID 1621); West Nile virus-infected cells, CPE inhibition; higher % means a stronger effect; 0.02% of 290,000 active; CPE inhibition, % at 10 µM; hits with a dose series show IC50 in µM; in the data active = a potency from the dose series; also: strong numbers were not always called active
# T cell HTS vesicle-bound %: second read-out of T cell HTS, no call of its own (marks repeat the call); double positive events, %; measured here: CD8+ vesicle-bound cell fraction;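 binding gate set so that unloaded-vesicle control wells show 10% double positive cells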
# NTR1 ag cell count 20 µM: also measured in NTR1 ag; calls as there; cell count; measured here: cell count, cytotoxicity flag
# An asterisk follows results filed as active; i = inactive; nt = no result given; [ ] = another dose, or the depositor's remark.
SMILES,KOR beta-arrestin-1,NTR1 ag,NTR1 ag cell count 20 µM,Salmonella PhoP GFP,T cell HTS,T cell HTS vesicle-bound %,KOR beta-arrestin-2,GPR35 arrestin U2OS,GPR55 activation,GPR55 antagonists,West Nile antiviral
COc1ccc(-n2c(O)c(Cc3ccccc3)c(=O)n3nc(-c4ccccc4)c(=O)cc23)cc1,1.4%,-0.7,57,6%,i,45,-39%,-3%,-0.3%,1%,0.8%
CCCCCCCn1c(NC(=O)CC)nc2ccccc21,-2.5%,4.0,54,-3%,i,23,-7%,4%,-0.1%,21%,0.6%
COc1ccc(NS(=O)(=O)c2coc(C(N)=O)c2)cc1Cl,-1.7%,-2.4,42,22%,i,21,2%,4%,0.0%,2%,-0.5%
COc1cccc(NC(=O)CCCn2nc(C)c3c(C)n(-c4ccccc4)nc3c2=O)c1,-0.2%,1.4,55,-12%,i,27,-34%,-9%,-0.1%,15%,-0.6%
COc1cccc(NC(=O)CSc2nnnn2C2CCCC2)c1,-4.7%,0.0,45,8%,i,35,1%,-13%,-0.2%,-5%,-0.2%
COCn1c(-c2cccc(Br)c2)nc2ccccc21,4.8%,-1.9,60,-12%,i,11,22%,4%,-0.2%,1%,0.3%
Cc1ccc(NC(=O)Cn2cnc([N+](=O)[O-])c2)cc1C,-2.9%,0.6,51,0%,i,41,-26%[20 µM],7%,-0.1%,9%,-1.7%
Cc1ccc2c(c1)N(C(=O)CCC(=O)NCc1cccc(Br)c1)CC(C)O2 (centres undefined),-2.9%,-0.2,96,nt,i,22,14%[20 µM],-10%,0.5%,1%,-0.7%
CC1(C)CC(=O)C(C=NCCN2CCN(CCCCS(=O)(=O)O)CC2)=C(O)C1,-5.6%,0.4,79,4%,i,26,7%,2%,0.5%,1%,-0.9%
COc1ccccc1CN1CCN(C(CC(C)C)c2nnnn2Cc2cccs2)CC1 (centres undefined),-1.8%,-1.1,63,-4%,i,61,-4%,-8%,-0.2%,8%,-0.5%
CCOc1ccccc1N1CCN(c2ncnc3scc(-c4ccc(OC)cc4)c23)CC1,9.0%,3.1,67,18%,i,42,-49%,12%,-0.1%,-19%,1.0%
CC(C)c1ccc(NC(=O)CCNS(=O)(=O)c2ccc3[nH]c(=O)oc3c2)cc1,-3.6%,-0.6,96,13%,i,31,-32%,16%,-0.2%,6%,0.3%
Cc1ccc(NC(=O)Cc2ccccc2Cl)cc1S(=O)(=O)N(C)C,-0.1%,0.8,77,2%,i,53,-35%,-14%,0.6%,-13%,-1.1%
CCC(=O)NS(=O)(=O)c1cccnc1Nc1ccccc1Cl,-1.0%,0.3,52,10%,i,58,5%,1%,-0.2%,-4%,nt
O=C(Nc1ccc(F)cc1F)NC1CCCCCCC1,3.8%,0.5,61,-5%,i,16,-2%,-10%,-0.1%,-3%,-0.9%
Cn1c(=O)c2c(ncn2CC(=O)OCC(=O)Nc2ccc(Cl)cc2)n(C)c1=O,0.6%,0.3,57,13%,i,6,-17%,13%,-0.1%,14%,-0.4%
COC(C[C@@H]1O[C@@H]1[C@H](O)[C@H](C)OCc1ccccc1)OC,0.5%,1.0,81,0%,nt,nt,5%,5%,-0.1%,-2%,0.1%
N#Cc1cc2c(nc1SCC1COc3ccccc3O1)CCC2 (centres undefined),2.9%,3.1,41,-10%,i,30,-12%,-4%,-0.1%,9%,-0.4%
CCOc1cccc(-c2c(C(=O)N/N=C/c3ccoc3)nnn2-c2nonc2N)c1,-0.6%,4.7,62,-9%,i,60,-9%,-5%,0.0%,7%,-0.3%
COc1ccc2sc(NCc3ccccc3)nc2c1,-1.2%,-1.1,70,11%,i,29,-24%,1%,-0.2%,-32%,-0.3%
Cc1ccc(C(=O)NC(C)C(c2cccs2)N2CCCC2)s1 (centres undefined),-1.1%,0.1,42,-5%,i,1,-2%,3%,-0.7%,8%,0.1%
Cc1ccccc1C(=O)NC1CCN(C(=O)NC2CCCCC2)CC1,1.4%,-0.6,45,-11%,i,46,-2%,-10%,0.2%,0%,1.0%
CCOC(=O)/C(C#N)=C1\CC2CCC1(C)C2(C)C (centres undefined),-4.9%,0.7,31,-4%,i,19,5%,6%,-0.3%,0%,0.1%
CN1CCc2c(sc(NC(=O)C3COc4ccccc4O3)c2C(N)=O)C1 (centres undefined),0.5%,-1.0,46,-6%,i,23,2%,-8%,-0.1%,0%,-0.8%
CC(C)[C@@H]1COC(c2cccc(C3=N[C@H](C(C)C)CO3)c2)=N1,-4.4%,3.2,97,-11%,i,22,-20%[20 µM],-2%,-0.1%,-6%,-1.6%

# Single records (already shown). Screens in order: KOR beta-arrestin-1	NTR1 ag	NTR1 ag cell count 20 µM	Salmonella PhoP GFP	T cell HTS	T cell HTS vesicle-bound %	KOR beta-arrestin-2	GPR35 arrestin U2OS	GPR55 activation	GPR55 antagonists	West Nile antiviral
# CCCCCCCn1c(NC(=O)CC)nc2ccccc21 is listed with -2.5%	4.0	54	-3%	i	23	-7%	4%	-0.1%	21%	0.6%
# CC(C)c1ccc(NC(=O)CCNS(=O)(=O)c2ccc3[nH]c(=O)oc3c2)cc1 is listed with -3.6%	-0.6	96	13%	i	31	-32%	16%	-0.2%	6%	0.3%
# COc1ccccc1CN1CCN(C(CC(C)C)c2nnnn2Cc2cccs2)CC1 (centres undefined) is listed with -1.8%	-1.1	63	-4%	i	61	-4%	-8%	-0.2%	8%	-0.5%
# COc1ccc(NS(=O)(=O)c2coc(C(N)=O)c2)cc1Cl is listed with -1.7%	-2.4	42	22%	i	21	2%	4%	0.0%	2%	-0.5%

# The listing picks up, starting 2 compounds before the break.
SMILES,KOR beta-arrestin-1,NTR1 ag,NTR1 ag cell count 20 µM,Salmonella PhoP GFP,T cell HTS,T cell HTS vesicle-bound %,KOR beta-arrestin-2,GPR35 arrestin U2OS,GPR55 activation,GPR55 antagonists,West Nile antiviral
CN1CCc2c(sc(NC(=O)C3COc4ccccc4O3)c2C(N)=O)C1 (centres undefined),0.5%,-1.0,46,-6%,i,23,2%,-8%,-0.1%,0%,-0.8%
CC(C)[C@@H]1COC(c2cccc(C3=N[C@H](C(C)C)CO3)c2)=N1,-4.4%,3.2,97,-11%,i,22,-20%[20 µM],-2%,-0.1%,-6%,-1.6%
C=CCc1cc(C=O)cc(OCC)c1OCc1ccc(Cl)cc1,3.0%,14,37,1%,i,42,-52%,-6%,-0.3%,-6%,-0.4%
O=C(NCc1cccs1)c1cc(C2CC2)on1,0.6%,-0.9,90,6%,i,42,-8%,-4%,0.4%,-8%,0.2%
CC(=O)c1ccc(OCCCC(=O)NC2CCCc3ccccc32)cc1 (centres undefined),-4.1%,0.0,58,9%,i,2,-9%,-4%,-0.4%,11%,-1.0%
Cc1ccc2cc(NC(=O)Cc3ccccc3)ccc2n1,0.0%,-0.9,42,-7%,i,14,11%,-5%,-0.1%,7%,-0.3%
O=C(/C=C/c1ccc(F)cc1)NNC(=O)CCN1CCN(Cc2ccccc2)CC1,-3.7%,0.4,39,3%,i,28,18%,-6%,-0.1%,-4%,-0.6%
COc1ccc(C2=NN(C(=O)CSc3nc4ccccc4s3)C(c3ccc(OC)cc3)C2)cc1 (centres undefined),0.4%,3.8,58,13%,i,63,18%,-5%,-0.5%,-2%,-0.9%
Cn1cnc2cc(NC(=O)c3ccc(Cl)cc3)ccc21,0.5%,-1.1,61,5%,i,48,6%,-11%,0.8%,1%,0.8%
N#Cc1cnc2cc(-c3ccccc3)nn2c1N,-1.0%,0.2,58,-7%,i,32,10%,-2%,-0.1%,-2%,0.0%
CCc1cccc(C)c1N1C(=O)CC(C)(C)CC1=O,-0.5%,2.0,44,2%,i,41,-5%,-1%,1.0%,0%,0.2%
CC(C)(C)c1ccc(C2(C)NC(=O)N(CC(=O)Nc3ccc4c(c3)OCO4)C2=O)cc1 (centres undefined),-6.3%,-0.4,58,2%,i,32,25%,0%,-0.1%,10%,-0.5%
N#Cc1cc2cc3c(cc2nc1NCCNC(=S)NCCCN1CCOCC1)OCO3,-6.0%,3.6,41,3%,i,31,-15%[20 µM],12%,-0.1%,6%,-0.7%
Cc1nnc(-c2cccc(Br)c2)c2cn(-c3ccccc3Cl)nc12,1.7%,-2.3,103,3%,i,45,-19%,4%,0.0%,7%,-0.7%
CC(C)CNC(=O)c1cccc(NC(=O)COc2cccc([N+](=O)[O-])c2)c1,0.0%,-0.5,103,-10%,i,30,-15%,10%,-0.2%,-4%,-0.8%
COc1ccc(S(=O)(=O)CCC(=O)N2CCN(c3ccccc3F)CC2)cc1,6.2%,-0.5,91,0%,i,36,-9%,-8%,0.0%,11%,0.1%
O=C(NCCN1CCN(C(=O)c2ccc(F)cc2)CC1)c1ccc(F)cc1,-2.9%,1.1,60,-2%,i,35,19%,14%,0.2%,12%,0.0%
CCOc1nc(-c2ccccc2)c2cc(Br)ccc2n1,3.1%,3.1,79,-5%,i,55,-18%,3%,-0.3%,-8%,-0.7%
CC1CC(C)CN(C(=O)C(C)N(C)CC(=O)Nc2ccc(Cl)cc2)C1 (centres undefined),3.3%,0.6,38,4%,i,42,13%,-2%,-0.6%,12%,-0.4%
CCOc1cc(CNn2cnnc2)ccc1OCC(=O)NC1CCCCC1,-2.4%,-1.0,54,19%,i,12,24%,0%,-0.1%,13%,-0.6%
CN(Cc1ccccc1)C(=O)c1cc(-c2ccc(Br)cc2)on1,0.8%,3.8,85,-14%,i,56,23%,-11%,-0.1%,-4%,-0.7%

# Source: PubChem BioAssay
